High-throughput results (PubChem BioAssay)
ANO1 activ: activators or potentiators of mouse TMEM16A chloride channel. AID 623877. HEK293 TMEM16A/YFP-H148Q/I152L, iodide quench fluorescence; active compounds read low. 0.3% of 340,000 active. B-score at 10 µM;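 active = fluorescence-ratio B-score plate-corrected deviation score at least 3 library SD below zero, with starting fluorescence score within 5 deviations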;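 note: channel opened by trigger with iodide after compound preincubation; score built on the fluorescence ratio of max minus min over baseline; more negative score means more quench and so TMEM16A activation or potentiation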
KCNQ1 pot: potentiators or activators of human KCNQ1 potassium channel; P51787; CHO-K1 KCNQ1, thallium flux FluxOR fluorescence; active compounds read high; B-score at 10 µM; 0.35% of 310,000 active; AID 2648;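 active = fluorescence ratio B-score, a plate-corrected score, at least three library SD, with initial intensity B-score within 5 SD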
Target sequence (P51787 whole entry, looked up): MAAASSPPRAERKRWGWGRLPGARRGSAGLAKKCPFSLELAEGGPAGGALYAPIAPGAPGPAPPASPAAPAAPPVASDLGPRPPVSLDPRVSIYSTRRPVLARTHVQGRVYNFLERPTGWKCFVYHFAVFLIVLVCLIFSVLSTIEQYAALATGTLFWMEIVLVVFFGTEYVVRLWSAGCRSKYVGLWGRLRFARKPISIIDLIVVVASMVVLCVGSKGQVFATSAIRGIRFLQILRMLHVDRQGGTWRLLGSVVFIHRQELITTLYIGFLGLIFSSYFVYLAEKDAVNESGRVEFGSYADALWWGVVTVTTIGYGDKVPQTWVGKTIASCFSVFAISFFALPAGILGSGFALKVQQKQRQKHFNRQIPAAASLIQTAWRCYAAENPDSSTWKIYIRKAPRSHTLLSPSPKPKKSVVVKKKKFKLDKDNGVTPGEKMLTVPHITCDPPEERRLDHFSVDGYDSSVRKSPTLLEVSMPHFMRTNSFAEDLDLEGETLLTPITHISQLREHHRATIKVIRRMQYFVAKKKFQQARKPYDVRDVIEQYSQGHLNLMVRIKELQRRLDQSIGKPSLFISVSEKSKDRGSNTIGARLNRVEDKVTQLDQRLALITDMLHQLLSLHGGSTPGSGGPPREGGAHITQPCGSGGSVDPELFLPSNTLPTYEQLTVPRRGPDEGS
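System: CHO-K1 cells stably expressing KCNQ1 / Medium: assay buffer for compound exposure, DMSO matched across wells / Reagent: thallium- and potassium-containing depolarizing buffer / Compound: one concentration, matched DMSO / Incubation: 20 min compound pretreatment at room temperature / Measured by: kinetic FluxOR fluorescence, 10 s baseline plus 110 s post-stimulus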
MrgX1 ag: agonists of human MrgX1 receptor; Q96LB2; B-score at 10 µM; 0.44% of 310,000 active; AID 588627; MrgX1-HEK293 cells, Fluo-4 calcium fluorescence, agonist mode; active compounds read high;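 active = calcium response B-score plate-corrected fluorescence ratio at least 3 library SD, with starting fluorescence B-score inside 5 SD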
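Assay system: stable human MrgX1 HEK293 cell line. Quantity: 15,000 cells per well. Schedule: cells plated overnight, dye loaded 0.5 h 37 °C, 0.5 h room temperature. Detection: Fluo-4 NW calcium-flux fluorescence, kinetic read. Read-out basis: peak-minus-minimum fluorescence over baseline, converted to B scores. Control set: positive and negative control wells on each plate.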
ANO1 block: inhibitors of mouse TMEM16A calcium-activated chloride channel; Q8BHY3; HEK293 TMEM16A/YFP iodide influx fluorescence, ionomycin; normalized B-score (activity score, 25-100; higher = stronger inhibition) at 10 µM; 1.2% of 310,000 active;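 active = ratio plate-corrected score three or more library SD toward inhibition, starting fluorescence score within five deviations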;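 note: score derived from kinetic fluorescence span divided by baseline fluorescence per well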
KCNQ1 block: inhibitors of human KCNQ1 potassium channel | B-score at 10 µM | P51787 | 1.3% of 310,000 active | CHO-K1 KCNQ1, FluxOR thallium flux fluorescence; active compounds read high;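 active = compounds whose thallium flux B-score, printed positive for inhibition, exceeds three library SD while starting fluorescence stays within three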;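 note: channel opened by potassium depolarization with thallium stimulus after 20 min compound exposure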
RGS4 act: RGS4 potentiation or activation | B-score at 10 µM | HEK293 M3R/inducible RGS4, carbachol calcium flux Fluo4; active compounds read low | 0.92% of 310,000 active;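 active = B-score of the integrated calcium signal more than 4 SD below the library mean, with starting fluorescence not abnormally high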;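 note: negative B-score means reduced calcium response which marks RGS4 activation or potentiation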
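Material: Inducible-RGS4 HEK293 cells carrying M3 receptor; also added: carbachol at ECmax as muscarinic agonist stimulus; incubation: compound preincubation 20 min at room temperature before agonist; signal: Fluo4-AM (2 µM) calcium-flux fluorescence, kinetic read; measure: integrated calcium ratio converted to B score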
KCNK3 block: human KCNK3 channel inhibition, primary screen; O14649; CHO-KCNK3 thallium flux, FluxOR fluorescence; active compounds read low; AID 602410; 0.84% of 340,000 active; B-score at 10 µM;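 active = B-score under library mean minus 4 SD, starting fluorescence ratio at most library mean plus 5 SD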;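 note: more negative B-score means stronger inhibition of thallium flux through KCNK3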
RGS4 block: human RGS4 inhibition; B-score at 10 µM; 0.45% of 310,000 active; HEK293 M3R/RGS4 inducible, Fluo-4 calcium flux; active compounds read high; triggered by carbachol at its EC20; AID 463165;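 active = B-score, a plate-corrected calcium signal, over three deviations above library mean, with baseline fluorescence within five deviations of library mean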;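 note: RGS4 expression induced by doxycycline in cells with stable M3 receptor; B-score is computed from the integrated fluorescence ratio over baseline after carbachol; higher B-score means a larger calcium signal and so more RGS4 inhibition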
MrgX1 PAM: allosterically activates human MrgX1 receptor signaling; MrgX1-HEK293, Fluo-4 calcium flux, FDSS; active compounds read high; B-score at 10 µM; 0.63% of 310,000 active; AID 588675;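 active = plate-corrected calcium response at least 3 library SD above typical, normal starting fluorescence, not activating the receptor alone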;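 note: compound read alongside a low EC10 to EC30 dose of BAM8-22 agonist; peak minus trough fluorescence over baseline measured at the second addition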
hERG protect: shields human hERG channel from block by proarrhythmic agents. Q12809. CHO-hERG, FluxOR thallium flux, dofetilide IC70 present. activation (rescue from dofetilide block), less the hit threshold, % at 10 µM. 0.51% of 310,000 active. AID 1511;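 active = activation above the mean of controls blocked by dofetilide plus 5 SD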;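 note: thallium influx through hERG after potassium depolarization seen as dye fluorescence rise; in these data hits start at about 4.7%; inactives centre near -7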
KCNK9 inh: human KCNK9 channel inhibition | B-score at 10 µM | 1.2% of 310,000 active | Q9NPC2 | HEK293 KCNK9, FluxOR thallium flux fluorescence; active compounds read low;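 active = ratio B-score over 3 SD below the library mean, with starting fluorescence within 5 SD of its mean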;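 note: negative B-score means less thallium flux so channel inhibition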
Target sequence (Q9NPC2 whole entry, looked up): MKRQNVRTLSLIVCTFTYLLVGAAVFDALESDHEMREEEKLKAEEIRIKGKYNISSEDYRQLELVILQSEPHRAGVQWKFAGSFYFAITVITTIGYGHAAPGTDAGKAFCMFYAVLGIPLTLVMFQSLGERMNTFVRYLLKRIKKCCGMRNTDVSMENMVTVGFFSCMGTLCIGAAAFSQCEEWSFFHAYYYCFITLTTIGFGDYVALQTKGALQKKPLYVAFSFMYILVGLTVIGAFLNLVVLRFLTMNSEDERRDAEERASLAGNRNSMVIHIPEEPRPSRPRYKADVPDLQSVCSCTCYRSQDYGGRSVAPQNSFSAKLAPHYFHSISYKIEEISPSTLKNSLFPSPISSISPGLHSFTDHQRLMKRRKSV
* marks the source's active call; other numbers are inactive results; i = inactive; . = no result given. Compounds as they come. Share with any hit: about 6.3%.

SMILES	ANO1 activ	KCNQ1 pot	MrgX1 ag	ANO1 block	KCNQ1 block	RGS4 act	KCNK3 block	RGS4 block	MrgX1 PAM	hERG protect	KCNK9 inh
CC(=O)O[C@H]1CC[C@@]2(C)C(=CC[C@H]3[C@@H]4CC[C@H](C(C)=O)[C@@]4(C)CC[C@@H]32)C1	i	i	i	i	i	i	i	i	i	-7	i
CC1(C)CC(NC(=O)c2cccc3ccccc23)CC(C)(C)N1	i	i	i	i	i	i	i	i	i	-10	i
c1cc(CN2CCCCC2)cc(OCCCNc2nc3ccccc3s2)c1	i	i	i	i	i	i	i	i	i	-10	i
CCCCCNS(=O)(=O)c1cc2c3c(c1)CCC(=O)N3CCC2	i	i	i	i	i	i	i	i	i	-5	i
O=C(/C(=C/O)N=Nc1ccc(Cl)cc1)c1ccncc1	i	i	i	i	i	i	i	i	i	-8	i
Cc1ccc(C(=O)NC2CCS(=O)(=O)C2)cc1S(=O)(=O)N1CCCCC1 (configuration not stated)	i	i	i	i	i	i	i	i	i	-3	i
CC(O)CNc1nc2c(c(=O)n(Cc3cccc(Cl)c3)c(=O)n2C)n1C (configuration not stated)	i	i	i	i	i	i	i	i	i	-9	i
CCOc1ccc(CCNC(=O)c2cc(C)on2)cc1OCC	i	i	i	i	i	i	i	i	i	-11	i
Cc1cc(C)n(C(=O)Cn2nc([N+](=O)[O-])cc2C)n1	i	i	i	i	i	i	i	i	i	-8	i
O=C1CC(N2CCN(c3ccccc3)CC2)C(=O)N1c1cccc(Cl)c1 (configuration not stated)	i	i	i	i	i	i	i	i	i	-1	i
CCOC(=O)C1=C(N)n2c(s/c(=C/c3ccccc3)c2=O)=C(C(=O)OCC)C1c1ccccc1 (configuration not stated)	.	i	i	i	i	i	.	i	i	-7	i
CCCNc1c(NS(=O)(=O)c2ccc(OC)c(OC)c2)c(=O)oc2ccccc12	i	i	i	i	i	i	i	i	i	-6	i
COc1cc(NC(=O)Cc2ccccc2)ccc1NC(=O)c1ccccc1	i	i	i	i	i	i	i	i	i	0	i
CCC(=NC1CC(C)(C)NC(C)(C)C1)C1=C(O)CC(C)(C)CC1=O	i	i	i	i	i	i	i	i	i	-7	i
O=C(CSc1nc2ccccc2[nH]1)NCc1ccco1	i	i	i	i	i	i	i	i	i	-2	i
Cc1cc(C)nc(/N=C(\N)N2CCCCCC2)n1	i	i	i	i	i	i	i	i	i	-5	i
CCC1=NN(C(=O)Cc2ccc([N+](=O)[O-])cc2)C(O)(C(C)(C)C)C1 (configuration not stated)	i	i	i	i	i	i	i	i	i	-13	i
CC(C)Cc1ccc(S(=O)(=O)N2CCN(C(=O)c3ccco3)CC2)cc1	i	i	i	i	i	i	i	i	i	-12	i
COc1ccc(S(=O)(=O)N2CCCCCC2)cc1C(=O)Nc1cccc(C)n1	i	i	i	i	i	i	i	i	i	-13	i
CCc1ccc(/C=C2\Oc3c(ccc(O)c3CN3CCN(C)CC3)C2=O)cc1	i	i	i	i	8*	i	i	i	i	-22	i
CC(=O)c1c(C(C)=O)c(C)n(-c2ccc(N)c(C)c2)c1C	i	i	i	i	i	i	i	i	i	-6	i
Cc1cc(Cl)ccc1OCCCC(=O)NCC1CCCO1 (configuration not stated)	i	i	i	i	i	i	i	i	i	-7	i
Cc1nc(NC(=O)/C=C/c2ccccc2)sc1C(=O)Nc1ccc(Cl)cc1	i	i	i	i	i	i	i	i	i	-7	i
COC(=O)C1CCN(S(=O)(=O)CCNC(=O)c2ccc(F)cc2)CC1	i	i	i	i	i	i	i	i	i	-13	i
CCOC(=O)CCc1c(C)c2ccc(OC3CCCCC3=O)cc2oc1=O (configuration not stated)	i	i	i	i	i	i	i	i	i	-5	i
CCOC(=O)C(=NC1CCCCC1)NNc1cccc(C(F)(F)F)c1	i	i	i	i	i	i	i	i	i	-11	i
NC(=O)c1ccccc1N/C=C/C(=O)c1ccc(F)cc1	i	i	.	.	i	i	i	i	.	-3	i
COc1cccc(-n2nnnc2SCC(=O)Nc2nc3c(s2)CCCC3)c1	i	i	i	i	i	i	i	i	i	-10	i
COc1cccc(OCCn2cccc2/C=C2/C(=N)N3OC(C)=CC3=NC2=O)c1	i	i	i	i	i	i	i	i	i	-8	i
Cc1cc(OCCn2ccnc2)ccc1C(C)C	i	i	i	i	6*	i	i	i	i	-10	i
Fc1ccccc1C1CCN(Cc2nc(COc3ccccc3)no2)C1 (configuration not stated)	i	i	i	i	i	i	i	i	i	-16	i
COc1ccc(-c2cnc(N)n2C)cc1	i	i	i	i	i	i	i	i	i	-6	i
Cc1nn2c(c1-c1ccccc1)N=C(c1ccco1)CC2c1ccccc1 (configuration not stated)	i	i	i	i	i	i	i	i	i	-10	i
O=C(Nc1cccn2ncnc12)c1cccc(C(F)(F)F)c1	i	i	i	i	i	i	i	i	i	0	i
CCOC(=O)c1cnc(SCC(=O)Nc2ccc(N3CCOCC3)c(Cl)c2)nc1N	i	i	i	i	i	i	i	i	i	-10	i
O=C(Cn1nnc(-c2ccccc2)n1)Nc1cccc(S(=O)(=O)N2CCCC2)c1	i	i	i	i	i	i	i	i	i	-15	i
CC(C)(C)n1nnnc1C(c1ccncc1)N1CCCCCC1 (configuration not stated)	i	i	i	i	i	i	i	i	i	-3	i
COc1ccc(C)cc1-n1c(-c2ccncc2)n[nH]c1=S	i	i	i	i	i	i	i	i	i	-5	i
Cc1c(C(=O)NC2CCCCC2)sc2ncnc(N3CCN(c4ccccc4)CC3)c12	i	i	i	i	i	i	i	i	i	-10	i
COc1ccc(CCn2c(=O)[nH]c3cc(C(=O)N4CCN(c5ccccc5)CC4)ccc3c2=O)cc1OC	i	i	i	i	i	i	i	i	i	-7	i
Cc1ccc(CSc2nsc(C)c2C#N)cc1	i	i	i	i	i	i	i	i	i	-5	i
Cn1cc([N+](=O)[O-])c(C(=O)NNC(=O)c2ccc([N+](=O)[O-])cc2)n1	i	i	i	i	i	i	i	i	i	1	i
CCS(=O)(=O)Nc1cccc(C2=NN(S(C)(=O)=O)C(c3cccs3)C2)c1 (configuration not stated)	i	i	i	i	i	i	i	i	i	-4	i
Cc1ccc(NC(=O)C2C(c3ccccc3)C=CC(c3ccccc3)C2C(=O)O)cc1 (configuration not stated)	i	i	i	i	i	i	i	i	i	-13	i
CCOc1ccc(S(=O)(=O)Nc2ccccc2SC)cc1	i	i	i	i	i	i	i	i	i	-12	i
Cn1nnnc1SCc1nc2ccccc2s1	i	i	i	i	i	i	i	i	i	-6	i
Cc1nnc(-c2cnn(-c3ccccc3)c2N)n1Cc1ccc(F)cc1	i	i	i	i	i	i	i	i	i	-12	i
O=C(CC1S/C(=N/N=C/c2ccco2)NC1=O)Nc1cccc(Cl)c1Cl (configuration not stated)	i	i	i	i	i	i	i	i	i	-10	i
COc1ccc(CN2CCN(Cc3ccc(C(F)(F)F)cc3)CC2)cc1	i	i	i	i	i	i	i	i	i	-9	i
Cc1cc(C)cc(NC(=O)c2ccc(CSc3nnnn3C)cc2)c1	i	i	i	i	i	i	i	i	i	-28	i
COc1ccc(C2C(C(=O)OC3CCCCC3)=C(C)Nc3nnnn32)c(OC)c1OC (configuration not stated)	i	i	i	i	i	i	i	i	i	-9	i
O=C(CCSc1ccc(Cl)c(Cl)c1)NC12CC3CC(CC(C3)C1)C2	i	i	i	i	i	i	i	i	i	-7	i
CS(=O)(=O)N(CC(=O)Nc1ccccc1C(=O)NCCc1ccccc1)c1ccc2c(c1)OCCO2	i	i	i	i	i	i	i	i	i	-11	i
C=CCNC(=O)CC(=O)N/N=C/c1cccc(C)c1	i	i	i	i	i	i	i	i	i	-3	i
Cc1nnc(SCC(=O)N(C)Cc2ccccc2)[nH]c1=O	i	i	i	i	i	i	i	i	i	-4	i
CCOC(=O)c1nnn(CC(=O)N2N=C(c3ccccc3)CC2c2ccccc2)c1C(=O)OCC (configuration not stated)	i	i	i	i	i	i	i	i	i	-16	i
Cc1ccc(NC(=O)Cn2cc(C=O)c3ccccc32)cc1	i	i	i	i	i	i	i	i	i	-6	i
COc1ccc2c(CCNC(N)=S)c[nH]c2c1	i	i	i	i	i	i	i	i	i	-15	i
O=C1CSCN1c1ccc(Cl)c(Cl)c1	i	i	i	i	i	i	i	i	i	-1	i
O=C(O)CCc1ccc(S(=O)(=O)NCCc2ccccc2)cc1	i	i	i	i	i	i	i	i	i	-8	i

Arranged by molecular weight (ascending): part of the list above.
SMILES	ANO1 activ	KCNQ1 pot	MrgX1 ag	ANO1 block	KCNQ1 block	RGS4 act	KCNK3 block	RGS4 block	MrgX1 PAM	hERG protect	KCNK9 inh
COc1ccc2c(CCNC(N)=S)c[nH]c2c1	i	i	i	i	i	i	i	i	i	-15	i
Cc1nnc(SCC(=O)N(C)Cc2ccccc2)[nH]c1=O	i	i	i	i	i	i	i	i	i	-4	i
O=C(CC1S/C(=N/N=C/c2ccco2)NC1=O)Nc1cccc(Cl)c1Cl (configuration not stated)	i	i	i	i	i	i	i	i	i	-10	i

The list continues:
SMILES	ANO1 activ	KCNQ1 pot	MrgX1 ag	ANO1 block	KCNQ1 block	RGS4 act	KCNK3 block	RGS4 block	MrgX1 PAM	hERG protect	KCNK9 inh
CCCN(c1ccc(C(=O)OC)cc1)S(=O)(=O)c1ccccc1	i	i	i	i	i	i	i	i	9.8*	-15	i
COc1cc(OC)cc(C(=O)NCC2CCCO2)c1 (configuration not stated)	i	i	i	i	i	i	i	i	i	-10	i
O=S(=O)(Nc1c(O)ccc2ccccc12)c1cccc2ccccc12	i	i	i	i	11*	i	i	i	i	-20	i
C=CCn1nc2n(c1=O)-c1ccccc1SC2	i	i	i	i	i	i	i	i	i	-6	i
CN(C)c1nc2c(c(N)nn2-c2ccc(Cl)cc2)c(=O)o1	i	i	i	i	i	i	i	i	i	-13	i
COc1cccc2c(Cl)c(CC=C(Cl)Cl)c(C)nc12	i	i	i	i	i	i	i	i	i	0	i
CN(Cc1ccon1)C(=O)c1ccc2nc(Cc3cccc(Cl)c3)oc2c1	i	i	i	i	i	i	i	i	i	-6	i
COc1cc2c(cc1NC(=O)c1cccc(F)c1)CCCC2	i	i	i	i	i	i	i	i	i	-5	i
